CRFR2-BP antag: antagonists of CRF-BP/CRF-R2 complex, primary screen, cell-based, HEK293, calcium dye fluorescence, uHTS. CRF-induced calcium fluorescence. inhibition, % at 11.8 µM. 350,000 tested, 0.59% active;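 active means inhibition of the ligand-induced calcium signal above about 50% at the single tested concentration, limit read from the data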
GalR3 antag: GalR3 antagonists in HEK293 cells, primary screen, cell-based, fluorescence readout; HEK293 GalR3-CNG cAMP membrane potential fluorescence; galR3 body fused to GalR1 C-terminus; 360,000 tested, 0.44% active; inhibition, % at 3 µM;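 active means inhibition above the screen-wide average plus 3 SD, cut at about 13% in these data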;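 further: forskolin and galanin both at EC90 stimulate the cells; cAMP rise reported by CNG channel membrane potential dye signal; 0% = forskolin plus galanin with DMSO and 100% = forskolin alone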
Target sequence (O60755 1-299 limits assumed): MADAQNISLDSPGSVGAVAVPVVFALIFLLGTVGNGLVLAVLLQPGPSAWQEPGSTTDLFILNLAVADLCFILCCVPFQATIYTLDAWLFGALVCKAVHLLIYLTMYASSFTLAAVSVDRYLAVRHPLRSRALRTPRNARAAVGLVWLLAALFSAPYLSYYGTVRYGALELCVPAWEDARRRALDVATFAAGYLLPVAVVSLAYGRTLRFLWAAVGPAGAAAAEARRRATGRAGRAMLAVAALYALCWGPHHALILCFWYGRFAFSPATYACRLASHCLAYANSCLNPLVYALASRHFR
* = called active by the depositor.

entry	CRFR2-BP antag	GalR3 antag	smiles
1	-8	-7	CCOC(=O)N(C)C[C@@H]1OCc2cn(nn2)CCCC(=O)N([C@@H](C)CO)C[C@H]1C
2	-61	1	CCCCOc1ccc(C(=O)NCC(=O)OCCCOC(=O)CNC(=O)c2ccc(OCCCC)cc2)cc1
3	-8	-5	CC1CCN(c2ccc3c(c2)S(=O)(=O)c2cc(C(=O)O)ccc2C3=O)CC1
4	-19	-1	CC(C)C(C(=O)O)N1C(=O)C2C3CCC(C3)C2C1=O (configuration not stated)
5	-26	-3	COc1ccc([C@H]2CN(Cc3ccccc3)C(=O)[C@@H]2CC(=O)Nc2ccccc2)cc1
6	-12	-8	Nc1nc(N)c2cc(Sc3ccc(Cl)cc3)ccc2n1
7	17	-3	Cc1ccc(OCC(=O)Nc2cccc(S(=O)(=O)N3CCCC3)c2)cc1C
8	-2	-5	COCC(C)n1c(SCC(=O)Nc2cccnc2Cl)nc2ccccc2c1=O (configuration not stated)
9	2	-1	CCc1ncc(CO)n1Cc1cccc2ccccc12
10	16	-6	COc1ccc(CC(=O)N2CCN(C(=O)Cc3ccc(OC)c(OC)c3)CC2)cc1OC
11	-12	-8	CCc1ccccc1NC(=O)C1CCN(S(=O)(=O)c2ccc(N3CCCC3=O)cc2)CC1
12	16	-5	Cc1ccc(NS(=O)(=O)c2ccc(-n3cccn3)cc2)c(Cl)c1
13	0	-9	CCc1nc(NCc2cccs2)c2nnn(Cc3ccccc3)c2n1
14	-7	-7	Cc1noc(C)c1NC(=O)N(C)C[C@@H]1OCc2cnnn2CCCC(=O)N([C@H](C)CO)C[C@@H]1C
15	10	-7	C[C@@H]1CN([C@H](C)CO)C(=O)CCCn2nncc2CO[C@H]1CN(C)S(=O)(=O)c1ccccc1
16	23	-2	Cn1c(=NN=Cc2ccccc2OCCO)sc2ccccc21
17	-9	-5	CCC(=O)N(Cc1cc2cc(OC)ccc2[nH]c1=O)c1ccccc1OC
18	10	2	COc1cc2ccc(CC(N)=O)cc2cc1OC
19	14	-6	C[C@@H]1CN([C@@H](C)CO)C(=O)CCCn2cc(nn2)CO[C@H]1CN(C)S(=O)(=O)c1ccc(Cl)cc1
20	8	-5	COCCNc1nnc(SCC(=O)c2cc(C)n(C3CC3)c2C)s1
21	1	-3	COc1ccc(C(=O)C(C)OC(=O)C2CC3CCCC(C2)C3=O)cc1 (configuration not stated)
22	-1	-7	CC1C(=O)N(Cc2cn(CCC3OCCO3)nn2)CCS(=O)(=O)N1Cc1ccc(-c2ccc(Cl)cc2)cc1 (configuration not stated)
23	-3	0	CC1(C)CC(=O)C=C(c2ccc(COC(=O)c3cccc(C(F)(F)F)c3)cc2)C1=O
24	7	-2	Cc1ccc(S(=O)(=O)N2C[C@H]3n4c(=O)ccc(=O)n4C[C@H](OC(=O)NCc4ccccc4)[C@@]3(O)C2)cc1
25	1	-5	CC(C)CC1C(=O)N(Cc2cn(CCC3OCCO3)nn2)CCS(=O)(=O)N1Cc1ccc(-c2ccncc2)cc1 (configuration not stated)

More results
entry	CRFR2-BP antag	GalR3 antag	smiles
26	4	-6	C[C@H]1CN([C@@H](C)CO)C(=O)CCCn2nncc2CO[C@@H]1CN(C)C(=O)c1ccccc1
27	-4	0	C[C@H]1CN([C@@H](C)CO)C(=O)CCCn2cc(nn2)CO[C@@H]1CN(C)C(=O)Nc1ccc(N2CCN(C)CC2)cc1
28	2	-7	COc1ccc(/C=C/C(=O)OCC(=O)N2c3ccccc3CC2C)c(OC)c1 (configuration not stated)
29	5	-6	C[C@H](CO)N1C[C@H](C)[C@@H](CN(C)Cc2cncnc2)Oc2cc(Br)ccc2S1(=O)=O
30	17	-2	CCOC(=O)c1nc2ccc(C)cc2c2c1C1CC(c3c(Cl)cccc31)N2C(=O)OCc1ccccc1 (configuration not stated)
31	-11	-6	COc1ccc(NC(C)=O)cc1S(=O)(=O)NCc1ccc2c(c1)OCO2
32	14	-4	CCN(CC)C(=O)C1=C(C)N(CCCOC)C(=O)C(CC(=O)NC2CCCC2)C1 (configuration not stated)
33	3	-3	Cc1c(NC(=O)CSc2nnc(-c3ccccc3F)o2)c(=O)n(-c2ccccc2)n1C
34	5	-1	CCN1C(=O)[C@H]2[C@@H](c3ccc(OC)cc3)N[C@]3(CCCN(Cc4ccc(F)cc4)C3=O)[C@H]2C1=O
35	-6	-2	COc1c(F)cccc1C1=CC(=O)C[C@H](c2ccc(F)cc2)C1
36	13	0	Cc1ccccc1-c1nc2ccccc2c(=O)o1
37	-19	-6	CCOc1ccc(OCC(=O)NCCS(=O)(=O)N2CCN(c3ccccc3)CC2)cc1
38	-6	-3	CC(C)c1csc(CN2CCC(C(=O)Nc3cccc(-c4ccco4)c3)CC2)n1
39	-15	-2	Cc1ccccc1NC(=O)Cc1nc(COC(=O)CSc2ccc(F)cc2)cs1
40	3	-4	COCCn1c(SCC(=O)Nc2ccc3c(c2)OCCO3)nc2ccccc2c1=O
41	-6	0	COCCCN1C(=O)C(CC(=O)NC2CCCCC2)CC(C(=O)N(C)C)=C1C (configuration not stated)
42	-19	-3	Cc1ccc(-c2nc3c(c(SCC(=O)N4CCCC4)n2)COC(C)(C)C3)cc1
43	-9	-7	COc1ccc(CN(C)[C@H]2C[C@H]3c4[nH]c5ccccc5c4CCN3C[C@H]2[C@H](C)O)cc1
44	14	-3	COc1ccc(C(=O)OCC(=O)N(Cc2ccccc2)Cc2ccccc2)c(O)c1
45	-8	-6	FC(F)(F)c1nc2nc(Cl)c(Cl)nc2n1CCCN1CCOCC1
46	-2	-5	C[C@@H]1CN([C@H](C)CO)C(=O)CCCn2nncc2CO[C@H]1CN(C)Cc1ccc(Oc2ccccc2)cc1
47	-17	-2	COc1ccc(S(=O)(=O)N2CCCCCC2)cc1C(=O)N1CCN(C(C)=O)CC1
48	-9	0	c1ccc(CN2CCC3CC2c2cc(N4CCCCC4)ccc23)cc1 (configuration not stated)
49	-12	-6	CCCC#Cc1cnc2c(c1)C(=O)N([C@H](C)CO)C[C@H](C)[C@@H](CN(C)C(=O)CCN1CCCCC1)O2
50	5	-6	C[C@H](CO)N1C[C@H](C)[C@@H](CN(C)C(=O)Nc2ccc(N3CCN(C)CC3)cc2)OCc2cnnn2CCCC1=O

Values in list order from above:
CRFR2-BP antag for nos. 40–48, in order: 3, -6, -19, -9, 14, -8, -2, -17, -9
GalR3 antag for nos. 40–48, in order: -4, 0, -3, -7, -3, -6, -5, -2, 0

The listing continues.
entry	CRFR2-BP antag	GalR3 antag	smiles
51	-13	0	CCc1ccc(-c2n[nH]nc2C2=CC(=O)C[C@H](c3ccc(F)cc3)C2)cc1
52	-4	-8	CSc1ncnc2c1ncn2CCCN1CCN(Cc2cccc3ccccc23)CC1
53	-19	-5	O=C(Cc1c(Cl)cccc1Cl)OCC(=O)c1ccc[nH]1
54	-6	-3	CCCCC1CCC(C(=O)N(CCC(C)C)c2c(N)n(CCCC)c(=O)[nH]c2=O)CC1 (configuration not stated)
55	-6	-7	CSc1ncnc2c1ncn2CCCN1CCN(c2ncccn2)CC1
56	-8	-6	O=C(COC(=O)c1ccc(Cl)c(S(=O)(=O)N2CCCCCC2)c1)NCc1ccccc1
57	-6	1	Cc1ccc(CN(C)C[C@@H]2OCc3cnnn3CCCC(=O)N([C@@H](C)CO)C[C@H]2C)cc1
58	-12	-5	CCCCn1nc(C(=O)NC2CCCCC2)c2ccccc2c1=O
59	10	-5	COc1ccc(-c2ccc(CN3C(C(C)C)C(=O)N(Cc4cn(CC5CCCCC5)nn4)CCS3(=O)=O)cc2)cc1OC (configuration not stated)
60	2	-6	Cc1ccc(S(=O)(=O)N2Cc3ccccc3CC2C(N)=O)cc1 (configuration not stated)
61	34	-7	C[C@H]1CN([C@@H](C)CO)C(=O)CCCn2cc(nn2)CO[C@@H]1CN(C)C(=O)Nc1cccc(Oc2ccccn2)c1
62	-1	-7	Cc1ccc([C@H]2N[C@]3(CCCN(Cc4ccc(Br)cc4)C3=O)[C@H]3C(=O)N(Cc4ccccc4)C(=O)[C@@H]23)cc1
63	6	1	O=C(NCCCN1CCOCC1)C(=O)NCC1OCCN1S(=O)(=O)c1ccc(Cl)cc1 (configuration not stated)
64	-37	8	COc1cc2nc3n(c(=O)c2cc1OC)-c1cc2ccccc2cc1C(=O)NC3CC(C)C (configuration not stated)
65	3	-6	COc1cccc(NC(=O)N(C)C[C@H]2Oc3ncc(Br)cc3C(=O)N([C@H](C)CO)C[C@H]2C)c1
66	-11	-6	COc1ccc(NC(=O)N(C)C[C@H]2OCc3cnnn3CCCC(=O)N([C@@H](C)CO)C[C@H]2C)cc1
67	-1	0	C[C@@H]1CN([C@H](C)CO)C(=O)CCCn2nncc2CO[C@@H]1CN(C)C(=O)OCc1ccccc1
68	1	-7	O=C(O)Cn1ccc2cc(S(=O)(=O)N3CCCCC3)ccc21
69	-1	-6	CC1(C)CC(=O)C=C(c2n[nH]nc2C2=CCCCC2)C1
70	9	-8	COc1ccccc1OCc1cc(C(=O)N(C)CCC2CCOCC2)no1
71	1	-1	COc1ccc(S(=O)(=O)N2CCOC2CNC(=O)C(=O)NCc2ccc3c(c2)OCO3)cc1C (configuration not stated)
72	6	-5	COc1ccc([C@H]2C[C@H](O)[C@@H](n3cc(COC(=O)c4ccccc4)nn3)CN2C(=O)C2CCCCC2)cc1
73	0	-7	CCc1ccc(N2CC(C(=O)N3CCN(c4ccc([N+](=O)[O-])cc4)CC3)CC2=O)cc1 (configuration not stated)
74	14	-7	O=C(CSc1ccc2c(c1)OCCO2)Nc1ccccc1
75	-6	-5	CCCN(C(=O)CSc1nnc(-c2ccncc2)n1CCC)c1c(N)n(Cc2ccccc2)c(=O)[nH]c1=O

Complete entries as entered above. Order of values: CRFR2-BP antag	GalR3 antag
Listed for CC1(C)CC(=O)C=C(c2n[nH]nc2C2=CCCCC2)C1 → -1	-6
Listed for COc1ccccc1OCc1cc(C(=O)N(C)CCC2CCOCC2)no1 → 9	-8
Listed for CCc1ccc(N2CC(C(=O)N3CCN(c4ccc([N+](=O)[O-])cc4)CC3)CC2=O)cc1 (configuration not stated) → 0	-7
Listed for O=C(CSc1ccc2c(c1)OCCO2)Nc1ccccc1 → 14	-7
Listed for CSc1ncnc2c1ncn2CCCN1CCN(Cc2cccc3ccccc23)CC1 → -4	-8

Copied from the list:
compound 69 – CRFR2-BP antag: -1
compound 75 – GalR3 antag: -5

(continued)
entry	CRFR2-BP antag	GalR3 antag	smiles
76	1	-5	COCOCCn1cc(CN2CCS(=O)(=O)N(Cc3ccc(-c4ccc(Cl)nc4)cc3)C(C(C)C)C2=O)nn1 (configuration not stated)
77	-6	-7	COc1ccc(-c2ccc3[nH]c4c(c3c2)CCN2C[C@@H]([C@H](C)O)[C@@H](N(C)C(=O)Nc3cc(Cl)cc(Cl)c3)C[C@@H]42)cc1
78	11	-6	Cc1ccc(C)c(NC(=O)COC(=O)c2ccc(S(=O)(=O)N3CCCC3)cc2)c1
79	-6	-7	CCSCC(C)(C)n1[nH]c2ccccc2c1=O
80	-15	-4	O=C(NCc1ccco1)c1ccc(OC2CCN(Cc3ccccn3)CC2)cc1
81	-28	-7	CC1C(=O)N(Cc2cn(CC3CCCCC3)nn2)CCS(=O)(=O)N1Cc1ccc(-c2cccc(N(C)C)c2)cc1 (configuration not stated)
82	6	3	CC(=O)NC(=Cc1ccccc1)C(=O)N1CCCC1C(=O)O (configuration not stated)
83	-2	-5	O=C(Nc1ccc2c(c1)[C@@H]1C[C@@H](CC(=O)N3CCOCC3)O[C@@H](CO)[C@@H]1O2)NC1CCCC1
84	-15	-6	O=C(NC(=S)Nc1cc(Cl)ccc1Cl)c1ccco1
85	-1	-5	Cc1ccc(NC(=O)CN(C)C(=O)COC(=O)COc2cc(C)cc(C)c2)cc1
86	-1	-5	CCCCN1C(=O)C(CC(=O)NC(c2ccccc2)c2ccccc2)CC(C(=O)N(C)C)=C1C (configuration not stated)
87	-2	-5	COc1ccc([C@H]2CN(c3ccc(OC)cc3)C(=O)[C@@H]2CC(=O)Nc2ccc(Br)cc2)cc1
88	-7	-3	C[C@H]1Cn2cnc(C(=O)Nc3ccccc3)c2C(=O)N1
89	9	-4	Cc1cccc(CNC(=O)C2CCC(=O)N(CCCc3ccccc3)C2)c1 (configuration not stated)
90	14	-4	COc1ccc(NC(=O)N(C)C[C@@H]2Oc3cc(Br)ccc3S(=O)(=O)N([C@H](C)CO)C[C@H]2C)cc1
91	-5	-7	COc1ccc(-c2cnc3c(c2)C(=O)N([C@H](C)CO)C[C@H](C)[C@H](CN(C)C(=O)Cc2cccnc2)O3)cc1
92	-3	-4	CC(=O)c1ccc(S(=O)(=O)NCCOc2ccccc2)cc1
93	4	-3	CSc1ccccc1OCc1cc(C(=O)NCC(C)Oc2cccnc2)no1 (configuration not stated)
94	22	-5	COc1ccc(OC)c2c1C(=O)CC2C (configuration not stated)
95	-12	-5	O=C(CCNC(=O)C1CCN(S(=O)(=O)c2ccc(F)cc2)CC1)NCc1ccccn1
96	10	-2	COc1ccc(-c2ccc(SCC(=O)NC3CCCC3)nn2)cc1
97	3	-6	CCCCCCn1c(=O)n2n(c1=O)C[C@]1(OC(=O)NC3CCCC3)CN(S(=O)(=O)c3ccc(C)cc3)C[C@]1(O)C2

Sorted by number of heavy atoms (smallest number first): part of the list above
entry	CRFR2-BP antag	GalR3 antag	smiles
94	22	-5	COc1ccc(OC)c2c1C(=O)CC2C (configuration not stated)
79	-6	-7	CCSCC(C)(C)n1[nH]c2ccccc2c1=O
78	11	-6	Cc1ccc(C)c(NC(=O)COC(=O)c2ccc(S(=O)(=O)N3CCCC3)cc2)c1
91	-5	-7	COc1ccc(-c2cnc3c(c2)C(=O)N([C@H](C)CO)C[C@H](C)[C@H](CN(C)C(=O)Cc2cccnc2)O3)cc1
97	3	-6	CCCCCCn1c(=O)n2n(c1=O)C[C@]1(OC(=O)NC3CCCC3)CN(S(=O)(=O)c3ccc(C)cc3)C[C@]1(O)C2

This is a subset; rates above refer to the full screens.
